# DNMT1 block: inhibitors of human DNMT1 | P26358 | DNMT1 molecular beacon, Hinp1I cleavage, fluorescence | inhibition (reported as % activation of signal), % at 10 µM | 0.83% of 360,000 active | AID 588458; in the data active means inhibition above about 50%
# Target sequence (P26358 504-1616 limits assumed): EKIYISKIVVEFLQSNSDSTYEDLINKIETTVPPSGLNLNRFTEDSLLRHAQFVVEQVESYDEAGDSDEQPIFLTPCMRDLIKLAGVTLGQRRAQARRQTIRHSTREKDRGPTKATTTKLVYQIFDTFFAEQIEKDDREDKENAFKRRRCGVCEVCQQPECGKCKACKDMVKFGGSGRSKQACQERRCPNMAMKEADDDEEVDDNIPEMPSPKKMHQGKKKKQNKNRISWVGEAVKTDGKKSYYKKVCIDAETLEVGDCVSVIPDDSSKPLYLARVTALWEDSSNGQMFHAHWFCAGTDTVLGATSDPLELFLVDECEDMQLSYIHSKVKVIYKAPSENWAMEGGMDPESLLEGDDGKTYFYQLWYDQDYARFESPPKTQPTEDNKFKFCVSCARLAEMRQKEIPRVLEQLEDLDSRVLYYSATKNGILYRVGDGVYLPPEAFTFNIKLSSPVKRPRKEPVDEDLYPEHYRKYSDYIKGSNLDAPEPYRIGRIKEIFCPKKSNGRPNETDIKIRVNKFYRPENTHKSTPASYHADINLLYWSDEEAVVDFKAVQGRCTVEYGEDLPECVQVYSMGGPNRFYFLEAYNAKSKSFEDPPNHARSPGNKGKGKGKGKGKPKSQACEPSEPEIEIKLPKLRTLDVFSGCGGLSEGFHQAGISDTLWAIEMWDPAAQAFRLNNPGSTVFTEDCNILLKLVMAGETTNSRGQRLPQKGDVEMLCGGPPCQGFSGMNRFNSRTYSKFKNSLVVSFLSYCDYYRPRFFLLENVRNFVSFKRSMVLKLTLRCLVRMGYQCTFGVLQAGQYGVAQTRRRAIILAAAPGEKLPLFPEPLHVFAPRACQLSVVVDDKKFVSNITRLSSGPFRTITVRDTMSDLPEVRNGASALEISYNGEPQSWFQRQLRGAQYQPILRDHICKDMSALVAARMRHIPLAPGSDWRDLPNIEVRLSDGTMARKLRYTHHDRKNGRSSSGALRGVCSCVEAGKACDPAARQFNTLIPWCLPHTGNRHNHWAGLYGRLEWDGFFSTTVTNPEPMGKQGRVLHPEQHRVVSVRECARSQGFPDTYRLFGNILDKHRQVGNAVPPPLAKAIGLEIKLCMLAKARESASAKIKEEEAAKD
# LMPTP block: blocks human LMPTP phosphatase; P24666; recombinant LMPTP-A, OMFP fluorogenic substrate, fluorescence intensity; inhibition, % at 20 µM; 0.22% of 360,000 active; AID 651560;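 active means compounds that cut the enzyme signal by at least half of the control window in the single-dose screen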;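 further: plate controls were DMSO wells with enzyme plus substrate for no effect and substrate without enzyme for full effect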
#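 Assay system: LMPTP-A phosphatase enzyme | Input: 0.625 nM enzyme | Also added: Fluorogenic phosphatase substrate OMFP at 400 µM final | Compound dosing: One test concentration per compound, 20 µM, with 3% DMSO overall | Schedule: 50 min enzyme reaction at room temperature, protected from light | Signal: Fluorescence intensity | Benchmarks: no-enzyme and uninhibited controls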
# Tb MetRS inh: blocks T. brucei methionyl-tRNA synthetase activity. purified T. brucei MetRS, ATP depletion, Kinase-Glo luminescence. inhibition, % at 11.9 µM. 0.4% of 360,000 active. AID 624268;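 active means inhibition above a per-plate cutoff of the control wells' mean inhibition plus 3 SD, cut at about 5.5% in these data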;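 further: 0% = DMSO wells median and 100% = median of wells with control inhibitor compound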
#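 Assay system: T. brucei methionyl-tRNA synthetase, purified | Medium: HEPES buffer with MgCl2, KCl, DTT, spermine, BSA, pyrophosphatase | Compound: 11.9 µM single point | Incubation: 15 min enzyme-compound preincubation, 2 h reaction, 10 min detection, 25 °C | Measured by: Kinase-Glo luciferase luminescence reporting remaining unconsumed ATP | Measure: % inhibition normalized to control-well medians | Replication: Singlicate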
# Scp-1 inhibitor: Scp-1 (human) phosphatase inhibition; Q9GZU7; Recombinant Scp1, phosphopeptide, malachite green phosphate absorbance; inhibition, % at 20 µM; 0.88% of 340,000 active;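 active means inhibition above about 50% at 20 µM, limit read from the data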;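 further: plate controls were DMSO wells with enzyme for no effect and wells lacking enzyme for full effect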
#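 Incubation: 45 min enzyme reaction at room temperature / System: truncated SCP-1 phosphatase (76-261aa) / Reagent: Phospho 17-mer peptide substrate / Buffer or medium: Acidic Tris acetate buffer with magnesium and detergent / Signal: absorbance at 630 nm / Doses: one concentration, 20 µM, with 1.0% DMSO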
# CSN deneddyl inh: inhibitors of human CSN-mediated cullin deneddylation. Purified CSN, SCF-Nedd8-OG deneddylation, fluorescence polarization. inhibition, % at 12.5 µM. 0.38% of 360,000 active. AID 651999;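 active means pattern-corrected inhibition above about 35%, with an unprinted fluorescence ratio check between 0.5 and 1.5, limit read from the data, passing the limit was not always enough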;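 further: 0% = enzyme with substrate and 100% = substrate without enzyme; some results filed as inactive read as strong as hits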
#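 Material: human Csn5 produced in HEK293T cells; Input: enzyme 0.24 nM; Reagent: SCFSkp2-Nedd8OG substrate at 10 nM final; Dosing: 12.5 µM compound; Incubation: 90 min reaction at room temperature; Detection: fluorescence polarization of the substrate; Evaluation: % inhibition of substrate cleavage by Csn5; Control set: substrate-only high control, full reaction low control.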
# PABP1 MLLE inh: blocks PAM2 peptide binding to the PABP1 MLLE domain; 0.36% of 360,000 active; inhibition, % at 20 µM; GST-MLLE / FITC-PAM2 fluorescence polarization; AID 588489; P11940; in the data active means inhibition above about 35%, passing the limit was not always enough;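 further: plate controls were DMSO wells with GST-MLLE for no effect and wells lacking GST-MLLE protein for full effect; some results filed as inactive read as strong as hits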
# STEP block: blocks human striatal-enriched tyrosine phosphatase; inhibition, % at 20 µM; 0.25% of 360,000 active; recombinant STEP, OMFP fluorogenic substrate, fluorescence;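 active means inhibition at 20 µM, scaled per plate between control wells, above about 37%, limit read from the data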;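 further: 0% = DMSO with enzyme and substrate and 100% = substrate only without enzyme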
#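 Measure: Control-normalized % inhibition with plate pattern correction | Test system: STEP phosphatase, cell-free reaction | Medium: pH 6.0 Bis-Tris with DTT and Tween 20 | Technique: Fluorescence, 480/540 nm | Times: Reaction 20 min, ambient temperature | Doses: Single compound dose of 20 µM, 1% DMSO final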
# NadD block: inhibitors of Staphylococcus aureus NadD; purified NadD enzyme, colorimetric absorbance read-out; inhibition, % at 20 µM; 0.78% of 360,000 active; in the data active means inhibition above about 26%; further: some compounds past the cut are filed as inactive
# Rpn11 block: Rpn11 (human) deubiquitinase inhibition; O00487; 0.59% of 360,000 active; human 26S proteasome, Ub4-pepOG fluorescence polarization; 20S core pre-blocked with epoxomicin; calls only at 20 µM;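 active means inhibition at 20 µM, scaled to each plate's controls, above about 33%, limit read from the data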
# SUMO1 PPI mod: alters human SUMO1 binding to SIM partners. SUMO1 binding to a labelled peptide, TR-FRET, 1 h. inhibition, % at 20 µM. 0.33% of 360,000 active. P63165; in the data active means inhibition above about 37%
# Starred values were filed as active, the others as inactive; i = inactive; x = not tested or not shown.
SMILES,DNMT1 block,LMPTP block,Tb MetRS inh,Scp-1 inhibitor,CSN deneddyl inh,PABP1 MLLE inh,STEP block,NadD block,Rpn11 block,SUMO1 PPI mod
Cc1c(Cl)cccc1NC(=O)Cc1ccc([N+](=O)[O-])cc1,-3,0.1,-0.3,14,4,-7,-1,-1,i,-11
CNC(=O)c1cc2cc(Cc3ccccc3Cl)ccc2oc1=O,4,0.0,-1.0,-12,4,3,13,-4,i,-2
COC(=O)c1c(-c2ccc(SC)cc2)sc2ccccc12,-2,1.5,-0.5,-14,2,4,7,-1,i,1
CCOC(=O)C1CCN(c2cc(=O)n(Cc3ccc(F)cc3)c(=O)[nH]2)CC1,0,-1.4,-0.5,-1,1,8,2,5,i,7
COc1ccc(COC(=O)C2=C(C)NC(=O)NC2c2ccccc2F)cc1 (centres undefined),-1,2.2,-0.4,-9,3,8,-2,-8,i,5
Cc1ccc(N2C(=O)CC(Sc3ncn[nH]3)C2=O)cc1C (centres undefined),1,-3.7,-0.3,-6,-3,27,2,1,i,-3
O=C(Nc1nnc(SCc2ccc(F)cc2)s1)C1CC(=O)N(c2ccc3c(c2)OCCO3)C1 (centres undefined),0,1.5,-1.1,-1,0,-3,-4,4,i,6
O=C(Nc1nnc(-c2cccs2)o1)C1CC1,4,-2.0,-0.3,-6,-1,9,-1,0,i,-2
N#Cc1cccc(NC(=O)c2cc(C3CCCCN3C(=O)c3cccs3)on2)c1 (centres undefined),0,-0.1,-0.3,x,5,9,0,0,i,1
Cc1onc(-c2ccc(Cl)cc2Cl)c1-c1csc(N/N=C/c2ccccc2Cl)n1,-2,2.5,0.0,-1,3,-8,0,19,i,0
COc1ccc(C(=O)NNC(=O)c2snnc2C)cc1,3,-1.1,-0.2,0,1,2,-2,-5,i,-1
COc1ccc(N2CCN(C(=O)COC(=O)c3oc4ccccc4c3C)CC2)cc1,0,2.1,-0.4,-7,-4,1,-3,-5,i,2
CC(C)N1CCN(c2ccc(S(=O)(=O)N3CCOCC3)cn2)CC1,1,0.0,0.5,-2,-2,14,-1,-2,i,1
Cc1ccc(CNC(=O)CSc2nc(C)cs2)cc1,-4,-0.1,-0.6,-29,-1,-2,-2,-6,i,-6
O=C(CCl)Nc1cccc(Oc2ccccc2)c1,3,0.0,-0.8,-14,2,-4,-4,-5,i,2
COc1ccc(NC(=O)COC(=O)CO/N=C(\C)c2ccc3c(c2)OCO3)cc1S(N)(=O)=O,3,-0.8,-0.2,-10,9,-13,-1,-2,i,1
COc1ccc(-c2cc(NC=O)c3ncc(-c4cccc(OC)c4)n3c2)cc1,-15,2.4,-0.2,x,16,-51,-1,15,i,-18
NC1=NC(=O)/C(=C/c2cccc(F)c2)S1,3,-0.4,-1.1,-1,1,14,-1,-2,i,-20
CN(C)c1ccnc2sc3c(SCc4ccc(Cl)cc4)ncnc3c12,10,-1.9,-0.5,11,-3,-1,0,6,i,-43
CCC(Sc1ncccc1C(=O)OC(C)C)C(=O)N1CCOCC1 (centres undefined),0,-0.8,-0.4,-2,-1,0,4,-8,i,-1
CCC/C=C/c1ccc(CN2C(C(C)C)C(=O)N(Cc3cn(CCOCOC)nn3)CCS2(=O)=O)cc1 (centres undefined),-29,1.8,-1.6,x,3,5,1,-2,i,6
COc1ccccc1OC(C)C(=O)N1CCN(Cc2ccc3c(c2)OCO3)CC1 (centres undefined),-2,-1.2,-0.5,4,2,-105,-2,2,i,-1
O=C(NC(=S)NCCO)c1sc2ccccc2c1Cl,15,-0.1,0.1,-16,-2,24,0,-6,i,-26
COc1cccc(C2CC(c3cccs3)=NN2S(C)(=O)=O)c1 (centres undefined),-2,-0.1,0.7,-7,7,-9,0,-1,i,-6
Cc1cccc(NC(=O)CCN2C(=O)C3C4C=CC(C4)C3C2=O)c1 (centres undefined),4,-2.8,-0.9,-2,2,-11,0,4,i,1
CC(C)c1ccc(CN2C(=O)NC3(CCCCCC3)C2=O)cc1,0,1.1,0.4,-15,1,-5,1,-13,i,-2
CC(C)[C@H](NC(=O)OCc1ccccc1)C(=O)OCC(=O)NCCc1ccccc1,-2,1.8,-0.3,-13,0,4,0,-2,i,1
O=C(CSc1nccn1-c1ccccc1)NO,-2,-1.1,1.3,33,4,13,1,5,i,-4
COc1ccc2c(c1)C1OCCC1C(c1ccco1)N2 (centres undefined),-2,0.0,-2.5,6,5,-4,-2,4,i,-11
CNC(=S)NC1CC2CCCC(C1)N2Cc1ccccc1OC (centres undefined),-2,-1.6,-1.0,-10,9,-22,-3,-7,i,1

# A section taken from the entries so far:
SMILES,DNMT1 block,LMPTP block,Tb MetRS inh,Scp-1 inhibitor,CSN deneddyl inh,PABP1 MLLE inh,STEP block,NadD block,Rpn11 block,SUMO1 PPI mod
CCC/C=C/c1ccc(CN2C(C(C)C)C(=O)N(Cc3cn(CCOCOC)nn3)CCS2(=O)=O)cc1 (centres undefined),-29,1.8,-1.6,x,3,5,1,-2,i,6
COc1ccccc1OC(C)C(=O)N1CCN(Cc2ccc3c(c2)OCO3)CC1 (centres undefined),-2,-1.2,-0.5,4,2,-105,-2,2,i,-1
O=C(NC(=S)NCCO)c1sc2ccccc2c1Cl,15,-0.1,0.1,-16,-2,24,0,-6,i,-26
COc1cccc(C2CC(c3cccs3)=NN2S(C)(=O)=O)c1 (centres undefined),-2,-0.1,0.7,-7,7,-9,0,-1,i,-6

# Following part.
SMILES,DNMT1 block,LMPTP block,Tb MetRS inh,Scp-1 inhibitor,CSN deneddyl inh,PABP1 MLLE inh,STEP block,NadD block,Rpn11 block,SUMO1 PPI mod
CCN(CC)S(=O)(=O)c1cccc(C(=O)N/N=C/c2ccc([N+](=O)[O-])o2)c1,-6,-1.4,-0.8,-2,0,-12,0,1,i,-12
CCN(CC(=O)Nc1cccc(OC)c1)CC(=O)Nc1cccc2ccccc12,-4,1.1,-0.2,-4,2,-2,-3,1,i,-12
S=C(NCCCN1CCOCC1)NN=C1c2ccccc2-c2ccccc21,7,-2.8,-0.1,x,-3,24,10,-4,i,-21
C[C@H](CO)N1C[C@H](C)[C@H](CN(C)Cc2ccc(Oc3ccccc3)cc2)Oc2cc(Br)ccc2S1(=O)=O,-16,1.5,-1.9,x,1,-11,-1,-11,i,4
O=C1c2oc3ccccc3c(=O)c2C(c2cccc(F)c2)N1CCCO (centres undefined),1,-1.9,-1.7,-2,-4,-10,2,-4,i,-5
CCc1cccc2c(C(=O)CSc3nnc(-c4ccoc4C)n3C)c[nH]c12,-5,-0.4,0.2,2,1,-4,0,-10,i,-1
CSc1ccccc1OCc1cc(C(=O)N2CCC(c3ccncc3)CC2)no1,-3,2.0,-0.5,x,2,-4,4,0,i,0
N#CC(=C1C=C(Br)C(=NO)C=C1Cl)c1ccc(Cl)cc1,-1,0.9,0.1,x,9,4,-2,17,i,0
CCCNC(=O)NCCc1ccncc1,4,-1.0,0.0,-5,-2,1,0,-3,i,1
COc1ccc(NC(=O)c2cncn2-c2ccccc2)cc1,1,0.5,-1.1,-5,-1,15,1,5,i,5

# Brought forward from above: 2 entries, then new ones.
SMILES,DNMT1 block,LMPTP block,Tb MetRS inh,Scp-1 inhibitor,CSN deneddyl inh,PABP1 MLLE inh,STEP block,NadD block,Rpn11 block,SUMO1 PPI mod
CCCNC(=O)NCCc1ccncc1,4,-1.0,0.0,-5,-2,1,0,-3,i,1
COc1ccc(NC(=O)c2cncn2-c2ccccc2)cc1,1,0.5,-1.1,-5,-1,15,1,5,i,5
CCN(CC)C(=O)N1CCn2c(nc3ccccc32)C1,0,-1.0,-0.7,-5,0,2,0,2,i,-1
CN1CCN(C(=O)c2cccc(-c3cccc4nccn34)c2)CC1,-1,0.3,-0.2,x,-3,-6,-4,-5,i,-1
C=CCNC(=O)CSc1nnc(-c2ccccn2)n1Cc1ccccc1,-2,-0.4,-0.6,-2,5,5,0,4,i,-3
Cc1cc(-c2nnc(-c3cccc(Cl)c3)o2)no1,1,-0.3,0.0,5,2,-1,-2,1,i,3
CN(CCc1ccccn1)C(=O)CC1C(=O)NCCN1Cc1ccccc1C(F)(F)F (centres undefined),-3,-2.0,-0.2,-5,-3,10,0,-3,i,3
CC(=O)NC(CC(=O)c1ccc([N+](=O)[O-])cc1)C(Cl)(Cl)Cl (centres undefined),9,-1.7,-1.1,-5,-14,3,-4,-16,i,-26
COc1cc(CN2CC(=O)N(c3ccc(C)c(C)c3)C2=S)cc(OC)c1OC,1,0.2,0.2,-12,-1,-2,-1,-6,i,-3
CNc1ccc(NC(C)=O)cc1[N+](=O)[O-],2,1.7,-0.4,2,0,7,0,1,i,-45
CC1=NOC(=O)/C1=C/c1ccc(-c2ccc(Cl)cc2)o1,43,3.9,0.9,x,20,5,5,3,i,20
CCCCCCCCn1cc(C(C)=O)c(=O)[nH]c1=O,2,0.0,-0.8,-1,-5,15,0,-3,i,-1
C#CCN(C[C@H]1[C@H](OC(=O)NCc2ccc(OC)c(OC)c2)[C@H](OC(=O)NCc2ccc(OC)c(OC)c2)C[C@H]2C(=O)N(c3ccccc3)C(=O)[C@@H]12)S(=O)(=O)c1ccc(C)cc1,-13,1.4,0.3,x,5,-3,1,-3,i,1
COCC(=O)NCc1ccc2c(c1)OCO2,1,-0.2,-0.7,-4,4,10,0,10,i,-1

# Shown with values under each structure: part of the list above
# Each structure is followed by: DNMT1 block, LMPTP block, Tb MetRS inh, Scp-1 inhibitor, CSN deneddyl inh, PABP1 MLLE inh, STEP block, NadD block, Rpn11 block, SUMO1 PPI mod
C=CCNC(=O)CSc1nnc(-c2ccccn2)n1Cc1ccccc1
 : -2, -0.4, -0.6, -2, 5, 5, 0, 4, i, -3
Cc1cc(-c2nnc(-c3cccc(Cl)c3)o2)no1
 : 1, -0.3, 0.0, 5, 2, -1, -2, 1, i, 3
CN(CCc1ccccn1)C(=O)CC1C(=O)NCCN1Cc1ccccc1C(F)(F)F (centres undefined)
 : -3, -2.0, -0.2, -5, -3, 10, 0, -3, i, 3

# Source: PubChem BioAssay (several laboratories)
